# Compound activity deposited in PubChem by Broad Institute.
# PAX8 reporter: inhibitors of PAX8-driven TPO luciferase reporter, primary screen, RMG-I cells, single concentration | 360,000 compounds, 1.2% hits | inhibition, % at 12.6 µM | SteadyGlo, 24 h;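 active means mean replicate inhibition at least 60% with every replicate also reaching 60%; inconclusive means only one of the two criteria is met; inactive means mean below 60% and not all replicates reaching 60%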;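 further: luciferase light reporting Pax8 driven TPO promoter activity; plate controls were median of neutral control wells for no effect and mitoxantrone controls for full effect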
# DENV2 CPE rescue: inhibitors of DENV2 cytopathic effect, primary screen, cell-based, plate reader, single concentration; DENV2-infected cells, cytopathic effect rescue; CPE inhibition, % at 9.99 µM; 350,000 compounds, 1.7% hits; in the data active means CPE inhibition above about 20%, passing the limit was not always enough; inconclusive means no clear call, values can overlap the other calls; tested in BHK-21 cells;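 further: 0% = median of neutral control wells and 100% = median of positive control wells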
# CFTR F508del cor: F508del CFTR correction, initial screen, CFBE line, single point | activity (quench increase), % at 7.58 µM | CFBE cells, YFP halide quenching; stimulated with forskolin plus potentiator P3; % fluorescence drop versus neutral controls | 350,000 compounds, 0.36% hits;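 active means mean added fluorescence quench of at least 8% versus neutral control, with both replicates also reaching 8%; inconclusive means only one of the mean or replicate conditions met; inactive means mean below 8% and not both replicates reaching 8%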;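 further: cells transiently co-express mutant CFTR-F508del with the halide-sensitive YFP; corrector assay measuring rescue of mutant channel to the surface after 24 h compound exposure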
# Xi reactivation: activators of inactive X chromosome reactivation, primary screen, imaging, XiGFP fibroblasts, GFP high-content imaging, set 2 | 360,000 compounds, 0.055% hits | XiGFP mouse fibroblasts, % GFP-positive cells imaging, 3 d; cells co-treated with 5-aza-dC sensitizer; scaled so ellipticine positive control = 100% | activation, % at 7.58 µM | AID 743238, 2013;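 active means mean normalized replicate activation at least 10% and every replicate at or above 10%; inconclusive means only one of the two criteria met; inactive means mean below 10% and not all replicates reach 10%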;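 further: 0% = median of on-plate neutral control wells and 100% = ellipticine 6 µM median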
#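 Assay system: SV40-immortalized XiGFP fibroblast cells, line 68-5-11; buffer or medium: DMEM plus 5-aza-dC sensitizer; compound: one concentration, pinned; timing: compounds 3 days, fix/stain 15 min at room temperature; benchmarks: positive control ellipticine, 6 µM final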
# GSIS activator: GLuc luminescence reporter in INS-1E cells, primary screen for activators of glucose-dependent secretion of insulin | 370,000 compounds, 0.61% hits | activation, % at 16.6 µM | INS-1E GLuc reporter insulin secretion, 2-3 h;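 active means lowest replicate activation of at least 40%, so every replicate reaches that level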;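 further: 0% = median of neutral control wells and 100% = median of IBMX positive control wells; some compounds called inactive have numbers as strong as hits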
# ARNT TACC3 PPI: disruptors of ARNT/TACC3 protein interaction, primary screen, biochemical, AlphaScreen, single concentration; Transforming acidic coiled-coil-containing protein 3 (Homo sapiens), Q9Y6A5; AlphaScreen His-ARNT PAS-B/GST-TACC3 binding, luminescence; TACC3 fragment carries E629A point mutation; inhibition, % at 9.99 µM; 390,000 compounds, 0.66% hits;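 active means mean inhibition of replicates at least 50% and at least half of replicates each reaching 50%; inconclusive means half or more replicates reach 50% but mean below 50%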;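 further: 0% = complete ARNT plus TACC3 wells and 100% = ARNT alone without TACC3; many hits fall short of the cut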
# EWS-Fli block: EWS/Fli-driven NR0B1 reporter inhibitors, primary screen, A673 cells, NR0B1 luciferase, luminescence, MLPCN library; inhibition, % at 12.6 µM; 350,000 compounds, 0.67% hits; AID 651661, 2012; viability-normalised;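 active means mean inhibition of at least 50% after viability correction, with every replicate also passing that limit; inconclusive means mean reaches 50% but only one of two replicates passes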;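 further: firefly luciferase signal divided by Alamar Blue viability fluorescence both relative to DMSO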
# ERp5 block: inhibitors of ERp5-driven insulin aggregation, primary screen, biochemical, turbidity, absorbance 650 nm, single point; Protein disulfide-isomerase A6 (Homo sapiens), Q15084; 90 min; inhibition, % at 9.99 µM; 350,000 compounds, 0.05% hits;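 active means mean replicate inhibition above about 25%, with every replicate also reaching it, limit read from the data, passing the limit was not always enough; inconclusive means only one of those two criteria met; inactive means neither criterion met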
# Target sequence (Q15084 whole entry, looked up): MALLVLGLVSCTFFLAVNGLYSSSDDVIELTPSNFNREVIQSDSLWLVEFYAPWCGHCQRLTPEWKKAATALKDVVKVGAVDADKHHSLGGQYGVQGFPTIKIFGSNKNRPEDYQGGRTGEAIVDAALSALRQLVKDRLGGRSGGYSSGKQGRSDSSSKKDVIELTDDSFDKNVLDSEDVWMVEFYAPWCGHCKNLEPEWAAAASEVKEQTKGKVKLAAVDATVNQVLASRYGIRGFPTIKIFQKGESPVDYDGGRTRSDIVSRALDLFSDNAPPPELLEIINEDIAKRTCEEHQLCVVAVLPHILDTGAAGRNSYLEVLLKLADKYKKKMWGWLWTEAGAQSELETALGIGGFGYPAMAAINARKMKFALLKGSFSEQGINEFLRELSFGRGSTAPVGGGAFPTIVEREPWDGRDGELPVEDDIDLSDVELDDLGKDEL
# Numbers without * were called inactive; ? = inconclusive; . = not tested or not shown. Not a hit list, and some 4.2% of all compounds hit somewhere here.
# Order of values: PAX8 reporter, DENV2 CPE rescue, CFTR F508del cor, Xi reactivation, GSIS activator, ARNT TACC3 PPI, EWS-Fli block, ERp5 block
- COc1cc(OC)cc(C(=O)N[C@H](C(=O)NC2CCCc3ccccc32)C(C)C)c1 (stereo partly drawn)
    ., 0, -1.6, 0.1, -1, 34, 21, 1
- COc1cc(CCC(=O)NNC(=O)c2ccc(Cl)cc2)cc(OC)c1OC
    41, 1, -0.3, 0.5, 4, -6, 7, 1
- O=C(c1cccc(Cl)c1)N1CCN(Cc2ccccc2)CC1
    -22, -4, 2.7, 0.6, 1, -1, 4, 0
- O=S(=O)(NCC1CCN(Cc2ccccc2)CC1)c1ccccc1C(F)(F)F
    2, 8, -2.8, 0.3, -3, 0, 6, 8
- COc1ccc(/C=N/n2cnnc2)cc1Oc1nc(Cl)ncc1F
    -11, 4, -2.1, 0.0, 12, -3, 12, 6
- O=C(O)CSCC(=O)NCc1cccc(C(F)(F)F)c1
    21, 0, ., 0.0, 14, -7, -8, 0
- Cc1cc(C(=O)N/N=C/C=C/c2ccc(Br)cc2)n[nH]1
    -10, ?, -0.1, -0.2, 11, -1, ., -1
- Cc1ccc(S(=O)(=O)c2cn(C)c3cc(N4CCN(C)CC4)c(F)cc3c2=O)c(C)c1
    13, -6, 0.4, 0.1, 6, 1, ., -6
- CN1C(=O)c2cc(NC(=O)c3cccs3)ccc2OC[C@@H]2O[C@@H](CC(=O)NCC(F)(F)F)CC[C@@H]21
    0, 8, 0.3, 0.2, 13, -12, 2, 1
- CCCCn1nc(C(=O)N(CCOC)c2c(N)n(CCCC)c(=O)[nH]c2=O)c2ccccc2c1=O
    -4, -8, 0.5, -0.1, 8, -2, -4, -3
- COCCNC(=O)c1ccc(S(=O)(=O)N2CCCc3ccccc32)cc1
    1, -5, -2.7, 0.4, 1, ., 3, 1
- COc1ccc(C(C(=O)NC2CCCCC2)N(CC2CCCO2)C(=O)CCCC(=O)Nc2ccccn2)cc1 (stereo not drawn)
    17, -1, 2.6, 0.2, 5, -3, -4, 5
- Cc1ccc(C(=O)NCC#N)cc1
    5, -2, 0.1, 0.2, 10, -13, -3, 3
- CC1=C(C(=O)N2CCCC(N3CCN(c4ccccc4C)CC3)C2)OCCO1 (stereo not drawn)
    -17, 2, -4.3, 0.1, 214, -20, ., -4
- CCOc1ccc(C(=O)N(CC(=O)Nc2cccc(C)c2C)CC2CCCO2)cc1OC (stereo not drawn)
    4, -8, 1.4, 0.7, 29, ., 8, -2
- Cc1noc(C)c1S(=O)(=O)Nc1ccc2c(c1)C(=O)N([C@@H](C)CO)C[C@@H](C)[C@H](CN(C)C(=O)NC1CCCCC1)OCCCC[C@@H](C)O2
    -1, 5, 0.2, 0.0, -15, -5, -2, 10
- Cc1ccccc1C(=O)Nc1cccc(-c2ccc(N3CCOCC3)nn2)c1
    -72, ?, 0.7, 0.1, 1, -5, -84, 6
- CCc1ccccc1OCC(=O)OCC(=O)Nc1cc(C)on1
    0, -3, 4.9, -0.7, 2, 0, 1, -6
- CC(C)NC(=O)Nc1ccc2c(c1)C(=O)N([C@@H](C)CO)C[C@@H](C)[C@@H](CN(C)S(=O)(=O)c1ccccc1)OCCCC[C@@H](C)O2
    6, -4, 0.9, 0.1, -4, 5, 10, -4
- CNc1ccccc1C(C)(C)c1cc(-c2cccc(Br)c2)no1
    27, 6, -1.2, 0.0, -20, -7, 22, -2
- COc1cc(C)c(C)cc1S(=O)(=O)NC1CC(C)(C)NC(C)(C)C1
    13, 3, 1.3, 0.0, 3, -1, 4, -2
- C[C@H](NC(=O)C1CC(=O)N(c2ccc3c(c2)OCCO3)C1)C(=O)NC1CCCC1 (stereo partly drawn)
    -2, 11, 2.5, 0.1, 1, -5, ., -2
- O=C(Nc1cccc(O)c1)c1ccc(Br)c(S(=O)(=O)N2CCCCC2)c1
    ., -1, -2.8, ., -2, -1, -40, 6
- COc1ccc2c(c1)CC/C2=N\OC(=O)c1cccc(C)c1
    -80, ., ., -0.4, 0, -21, ., .
- C[C@H]1CN([C@@H](C)CO)C(=O)Cc2cc(NC(=O)Cc3cn(C)c4ccccc34)ccc2O[C@H]1CN(C)Cc1ccc(Oc2ccccc2)cc1
    22, 1, 4.5, -1.3, 1, 12, 8, .
- CO/N=C(\N)c1nonc1N
    8, -6, 0.9, 0.0, 4, -10, 15, 2
- CO[C@H]1CN(C)C(=O)c2ccc(NC(=O)c3cnccn3)cc2OC[C@H](C)N(C(C)=O)C[C@H]1C
    ., 10, -0.3, 0.4, 17, -3, -4, 0
- Cc1cccc(NC(=O)CNC(=O)CCNC(=O)c2ccc(C(C)(C)C)cc2)c1C
    18, -6, 1.7, 0.0, -14, 2, -7, 7
- O=C1NC2(CCCCCC2)C(=O)N1Cc1ccccc1Br
    0, -1, -1.2, 0.0, -7, -3, 2, -1
- Cc1cc(/C=N/NC(=O)C(=O)NCc2ccccn2)c(C)n1-c1cccc(Br)c1
    2, 1, ., 0.1, 1, ., -3, 2

# Molecules from the list above that have an NH in an aromatic ring:
# Order of values: PAX8 reporter, DENV2 CPE rescue, CFTR F508del cor, Xi reactivation, GSIS activator, ARNT TACC3 PPI, EWS-Fli block, ERp5 block
- Cc1cc(C(=O)N/N=C/C=C/c2ccc(Br)cc2)n[nH]1
    -10, ?, -0.1, -0.2, 11, -1, ., -1
- CCCCn1nc(C(=O)N(CCOC)c2c(N)n(CCCC)c(=O)[nH]c2=O)c2ccccc2c1=O
    -4, -8, 0.5, -0.1, 8, -2, -4, -3

# (continued)
# Order of values: PAX8 reporter, DENV2 CPE rescue, CFTR F508del cor, Xi reactivation, GSIS activator, ARNT TACC3 PPI, EWS-Fli block, ERp5 block
- COc1ccccc1NC(=S)Nc1ccc2cn[nH]c2c1
    2, 1, 2.1, -0.1, ., ., -2, -4
- CC[C@H](C)Cc1cn([C@@H](CCCCN)C(=O)NCCCCCCCCCCC(=O)N2CCNCC2)nn1
    -4, -4, 4.0, 0.0, 40*, 12, -8, 6
- O=C(NNC(=O)c1ccccc1F)c1cccc(S(=O)(=O)N2CCc3ccccc32)c1
    15, 8, -0.3, 0.1, -19, 1, -26, 3
- C[C@@H]1CN([C@H](C)CO)C(=O)c2cc(NS(=O)(=O)c3cccs3)ccc2O[C@@H](C)CCCCO[C@H]1CN(C)CC1CC1
    -26, -11, 0.9, 0.1, 10, ., 0, 0
- COc1cc(/C=N\Nc2nc(-c3ccc(C)cc3)c(NC(C)=O)s2)ccc1O
    5, 2, -1.5, 0.0, 10, 1, 54*, 8
- CC(C)(C)C(=O)CSc1ncnc2c1cnn2-c1ccccc1
    -117, 6, 3.5, 0.0, ., ., -84, 2
- Cc1ccc(N(CC(=O)N/N=C/c2cccs2)S(C)(=O)=O)cc1
    10, 4, ., 0.4, ., -1, -27, -7
- COc1cccc(-c2ccc([C@@H]3[C@@H](CO)N4CCCCN(S(=O)(=O)c5cn(C)cn5)C[C@H]34)cc2)c1
    -23, 73*, -0.6, 0.2, 5, -1, -1, -3
- O=C1CS(=O)(=O)N(Cc2ccccc2F)c2ccc(Br)cc21
    27, 4, -0.8, -0.1, -4, -1, 4, 1
- O=C(O)c1ccccc1SC1CC(=O)N(c2ccc3c(c2)OCO3)C1=O (stereo not drawn)
    -17, -1, ., 0.0, -22, ., -6, 9
- Cc1ccccc1NC(=O)Nc1nnc(CC(=O)NCc2ccccc2)s1
    6, ., ., 2.3, -4, -1, ., .
- COc1ccc(CCC(=O)NNC(=S)NCc2ccc(F)cc2)cc1
    11, ., 3.1, -0.8, 9, 0, -3, -4
- C#CCNC(=O)C1=C[C@H](c2cn(C(C)=O)c3ccccc23)C[C@H](OCCCCO)O1
    -4, ?, -1.1, ., ., -10, 6, -4
- CCOC(=O)C1(CCc2ccccc2)CCN(Cc2nccn2CC)CC1
    -8, -5, ., 0.1, -5, 2, 0, -2
- CCc1cc(-c2nnc(SCC(=O)NC3CC3)n2C)cs1
    -4, -3, -1.3, 0.0, 10, 2, -8, -1
- O=C(CCc1ccccc1)NC(=S)Nc1ccccc1Br
    -3, 3, -3.4, 0.0, -5, -12, -14, -4
- Cc1ccc(C(=O)OCC(=O)NCc2ccc3c(c2)OCO3)o1
    11, -2, -0.7, 0.0, 8, -1, 6, -3
- Cc1cc(NC2CCCCC2)nc2ccccc12
    5, -7, 2.3, -0.1, 7, ., -19, 1
- Cc1ccc(NC(=O)c2cc(N3C(=O)C=CC3=O)ccc2Cl)cc1C
    2, ., ., 0.8, 50*, 4, ., .
- C[C@H]1CN([C@@H](C)CO)C(=O)c2cccc(NS(=O)(=O)c3ccccc3)c2O[C@H]1CN(C)C(=O)Nc1ccc(F)cc1
    9, 1, 2.1, 0.0, -9, 0, -2, 4
- COCCn1c(=O)[nH]c2cc(C(=O)NCCc3ccc(S(N)(=O)=O)cc3)ccc2c1=O
    -4, 8, 2.1, 0.0, -1, -4, -10, -1
- O=C(COC(=O)c1cccs1)NCCCc1ccccc1
    -1, ., 3.2, 0.1, 8, -1, 7, 2
- CCOC(=O)Cc1c(Sc2ccccc2)c2cc(C)ccc2n1C
    10, 2, ., 0.5, 0, -2, 13, 6
- C[C@@H]1CN([C@@H](C)CO)C(=O)Cc2cc(NC(=O)C3CC3)ccc2O[C@@H]1CN(C)Cc1ccc(C(=O)Nc2ccccc2N)cc1
    -32, -7, -3.4, 0.1, 0, 1, 6, 0
- COc1ccc(C(O)c2ncc(-c3cccc(OC)c3)[nH]2)cc1 (stereo not drawn)
    -14, 7, -2.9, 0.0, -7, ., -2, -2
- CC(=O)N(C)C[C@H]1Oc2cc(C#CC3CCCCC3)ccc2S(=O)(=O)N([C@H](C)CO)C[C@H]1C
    ., 5, -3.0, 0.0, 16, 2, 4, -1
- COc1ccc(CCNC(=O)Nc2cc(F)c(F)cc2Cl)cc1OC
    -6, 2, 0.9, 0.1, -21, 9, -13, 0
- Cc1ccc(NS(=O)(=O)N2CCCCC2)cc1
    3, -1, 2.3, 0.1, -29, -5, -6, 2
- Cn1c(SCC(=O)NCc2ccc3c(c2)OCO3)nnc1-c1c[nH]c2ccccc12
    ., -3, 1.3, ., -12, 1, -6, 1
- COc1ccc(S(=O)(=O)Nc2ccc3c(c2)C(=O)N([C@@H](C)CO)C[C@H](C)[C@@H](CN(C)C(=O)Nc2ccccc2)O3)cc1
    -25, 12, -2.0, 0.3, 3, 2, -4, 7
- Nc1c(N(Cc2ccccc2)C(=O)COc2cccc(Cl)c2)c(=O)[nH]c(=O)n1Cc1ccccc1
    5, 5, 0.4, 0.2, -5, -3, 11, 5

# Shown as a hit in DENV2 CPE rescue, among the entries above:
SMILES,DENV2 CPE rescue,CFTR F508del cor,GSIS activator,ARNT TACC3 PPI,ERp5 block
COc1cccc(-c2ccc([C@@H]3[C@@H](CO)N4CCCCN(S(=O)(=O)c5cn(C)cn5)C[C@H]34)cc2)c1,73*,-0.6,5,-1,-3
